MLLE-PAM2 inh: blocks PAM2 peptide binding to the PABP1 MLLE domain | P11940 | 360,000 tested, 0.36% active | inhibition, % at 20 µM | GST-MLLE / FITC-PAM2 fluorescence polarization | AID 588489; in the data active = inhibition above about 35%, passing the limit was not always enough;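 also: plate controls were DMSO wells with GST-MLLE for no effect and wells lacking GST-MLLE protein for full effect; some results filed as inactive read as strong as hits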
Target sequence (P11940 whole entry, looked up, the tested form may be a part): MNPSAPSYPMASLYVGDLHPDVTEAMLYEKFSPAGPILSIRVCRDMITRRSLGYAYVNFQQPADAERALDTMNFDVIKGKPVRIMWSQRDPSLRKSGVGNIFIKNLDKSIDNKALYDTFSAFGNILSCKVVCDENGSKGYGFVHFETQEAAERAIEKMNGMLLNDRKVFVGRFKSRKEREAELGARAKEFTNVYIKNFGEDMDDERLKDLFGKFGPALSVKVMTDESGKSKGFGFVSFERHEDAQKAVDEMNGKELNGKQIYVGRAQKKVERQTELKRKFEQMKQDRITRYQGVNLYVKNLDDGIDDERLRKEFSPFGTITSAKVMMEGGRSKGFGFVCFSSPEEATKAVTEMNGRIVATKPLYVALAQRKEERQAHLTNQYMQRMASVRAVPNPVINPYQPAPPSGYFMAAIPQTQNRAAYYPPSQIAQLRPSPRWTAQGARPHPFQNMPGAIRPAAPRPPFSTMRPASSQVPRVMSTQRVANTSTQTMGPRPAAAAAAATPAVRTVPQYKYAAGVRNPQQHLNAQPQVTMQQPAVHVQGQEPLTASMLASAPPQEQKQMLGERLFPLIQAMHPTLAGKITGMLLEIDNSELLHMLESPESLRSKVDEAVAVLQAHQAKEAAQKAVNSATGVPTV
Rpn11 inh: inhibitors of human proteasome Rpn11; calls only at 20 µM; human 26S proteasome, Ub4-pepOG fluorescence polarization; 20S core pre-blocked with epoxomicin; 360,000 tested, 0.59% active; O00487;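 active = inhibition at 20 µM, scaled to each plate's controls, above about 33%, limit read from the data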
Target sequence (O00487 whole entry, looked up): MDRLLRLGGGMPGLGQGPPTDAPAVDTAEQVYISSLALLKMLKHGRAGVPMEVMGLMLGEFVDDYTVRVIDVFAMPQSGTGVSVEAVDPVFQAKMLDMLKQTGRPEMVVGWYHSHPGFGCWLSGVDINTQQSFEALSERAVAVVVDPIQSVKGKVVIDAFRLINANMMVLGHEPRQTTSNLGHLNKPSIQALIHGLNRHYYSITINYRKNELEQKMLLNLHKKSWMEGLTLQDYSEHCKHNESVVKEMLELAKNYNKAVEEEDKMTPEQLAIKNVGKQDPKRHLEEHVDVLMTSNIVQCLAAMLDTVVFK
FAS-TE inh: blocks the thioesterase domain of human fatty acid synthase. P49327. recombinant FAS-TE, OMFH fluorogenic substrate, fluorescence endpoint. inhibition, % at 15 µM. 360,000 tested, 0.67% active;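 active = compounds whose normalised, plate-corrected inhibition of enzyme fluorescence in the single-dose primary screen is 50% or more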;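 also: 0% = DMSO with enzyme and 100% = substrate without enzyme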
Rin1-Abl PPI inh: inhibitors of human Rin1-Abl protein interaction; AID 588664; TR-FRET Rin1/Abl binding, biochemical; inhibition, % at 7.35 µM; 360,000 tested, 0.4% active; in the data active = inhibition above about 5%, passing the limit was not always enough
Neddylation inh: blocks human cullin neddylation; P61081+Q13564; TR-FRET cullin neddylation, biochemical; calls only at 25 µM; 360,000 tested, 0.58% active; AID 651699; in the data active = inhibition above about 36%
MT1-MMP act inh: inhibitors of human MT1-MMP activation. GFP/RFP ratio change, % at 20 µM. 360,000 tested, 0.061% active. P50281. HT1080 RFP-PRO-GFP cells, GFP/RFP ratio fluorescence, overnight; percent of plate control window, DMSO zero;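 active = GFP/RFP ratio change of at least 30% with cell ATP level not reduced by more than half and red fluorescence within 50% of control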; also: strong numbers were not always called active
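Assay system: HT1080 cells carrying an RFP-PRO-GFP reporter | Dosing: Single dose of 20 µM compound, 1% DMSO final | Incubation: Cells overnight before dosing, compound overnight, 37 °C, 5% CO2 | Evaluation: GFP/RFP fluorescence ratio | Control set: DMSO and RFP-L50D-GFP cell wells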
NadD inh: NadD (S. aureus) enzyme inhibition; inhibition, % at 20 µM; AID 602399; purified NadD enzyme, colorimetric absorbance read-out; 360,000 tested, 0.78% active; in the data active = inhibition above about 26%; also: some compounds past the cut are filed as inactive
SKN-1 block: C. elegans SKN-1 inhibition | AID 624304 | 360,000 tested, 0.49% active | inhibition, % at 21.8 µM | C. elegans VP596 Pgst-4::GFP/RFP ratio, acrylamide-induced, 24 h;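 active = interference check ratio from 0.5 to 1.5 plus GFP to RFP signal ratio inhibition reaching or exceeding a fixed threshold, cut at about 30% in these data, passing the limit was not always enough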; also: some compounds called inactive have numbers as strong as hits
CSN inh: blocks human CSN-mediated cullin deneddylation; Q92905; AID 651999; Purified CSN, SCF-Nedd8-OG deneddylation, fluorescence polarization; 360,000 tested, 0.38% active; inhibition, % at 12.5 µM;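 active = pattern-corrected inhibition above about 35%, with an unprinted fluorescence ratio check between 0.5 and 1.5, limit read from the data, passing the limit was not always enough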;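 also: 0% = enzyme with substrate and 100% = substrate without enzyme; some results filed as inactive read as strong as hits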
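Test system: Human Csn5 produced in HEK293T cells | Compound: 12.5 µM single point | Times: 90 min, room temperature | Signal: Fluorescence polarization readout | Read-out basis: % inhibition of substrate cleavage by Csn5 | Controls: no-enzyme wells high, enzyme-with-substrate wells low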
Active calls of the source: *; i = inactive; nt = no result given.

A first look, 11 compounds:
SMILES | MLLE-PAM2 inh | Rpn11 inh | FAS-TE inh | Rin1-Abl PPI inh | Neddylation inh | MT1-MMP act inh | NadD inh | SKN-1 block | CSN inh
c1ccc(-n2c(-c3ccncc3)nnc2N2CCOCC2)cc1 | 3 | i | -8 | -2 | i | -3 | 2 | 10 | 1
CC(C)n1c(-c2cccs2)nc2ccccc21 | 1 | i | -3 | -19 | i | -6 | -6 | 16 | 0
COc1cc2[nH]c(=S)n(CCN3CCCCC3C)c(=O)c2cc1OC (stereo unspecified) | -89 | i | -2 | 1 | i | 6 | -2 | 56* | -5
Cc1ccc(C2CC(=O)Oc3cc(C)cc(C)c32)cc1 (stereo unspecified) | 18 | i | 14 | -1 | i | 3 | -5 | -8 | 2
CCOC(=O)NC(C(Cl)(Cl)Cl)S(=O)(=O)c1ccccc1 (stereo unspecified) | 9 | i | -2 | -1 | i | 1 | -3 | 1 | 1
CC(C)[C@H]1C(=O)Nc2ccccc2N1C(=O)N[C@@H](Cc1ccccc1)C(=O)N[C@H](C(=O)O)c1ccccc1 | -16 | i | -6 | -1 | i | 0 | -1 | 15 | 0
O=C(Cc1cn(Cc2cccc(Cl)c2)c2ccccc12)N1CCCC1 | 2 | i | 9 | 1 | i | -4 | 2 | 7 | -4
CCO[C@H]1OC(C(=O)Nc2ccccc2)=C[C@@H](c2cn(C(C)=O)c3ccccc23)[C@@H]1CCCO | 4 | i | 11 | -3 | i | -1 | -2 | -9 | 1
CCN1C[C@@H]2[C@@H]3C(=O)N(C)C(=O)[C@@H]3[C@](C)(C1=O)N2C(=O)c1ccc(Cl)cc1 | 6 | i | -9 | 0 | i | -1 | -2 | 3 | 6
O=C(NC(=S)N1CCOCC1)C12CC3CCC(CC(C3)C1)C2 | -6 | i | -4 | 0 | i | 3 | -2 | 4 | 0
CC(=O)Nc1ccc(NC(=O)CSc2ccc(-c3sc(C)nc3C)nn2)cc1 | -15 | i | -3 | -2 | i | 0 | 1 | 0 | -2

All compounds of this part, from the first entry:
SMILES | MLLE-PAM2 inh | Rpn11 inh | FAS-TE inh | Rin1-Abl PPI inh | Neddylation inh | MT1-MMP act inh | NadD inh | SKN-1 block | CSN inh
c1ccc(-n2c(-c3ccncc3)nnc2N2CCOCC2)cc1 | 3 | i | -8 | -2 | i | -3 | 2 | 10 | 1
CC(C)n1c(-c2cccs2)nc2ccccc21 | 1 | i | -3 | -19 | i | -6 | -6 | 16 | 0
COc1cc2[nH]c(=S)n(CCN3CCCCC3C)c(=O)c2cc1OC (stereo unspecified) | -89 | i | -2 | 1 | i | 6 | -2 | 56* | -5
Cc1ccc(C2CC(=O)Oc3cc(C)cc(C)c32)cc1 (stereo unspecified) | 18 | i | 14 | -1 | i | 3 | -5 | -8 | 2
CCOC(=O)NC(C(Cl)(Cl)Cl)S(=O)(=O)c1ccccc1 (stereo unspecified) | 9 | i | -2 | -1 | i | 1 | -3 | 1 | 1
CC(C)[C@H]1C(=O)Nc2ccccc2N1C(=O)N[C@@H](Cc1ccccc1)C(=O)N[C@H](C(=O)O)c1ccccc1 | -16 | i | -6 | -1 | i | 0 | -1 | 15 | 0
O=C(Cc1cn(Cc2cccc(Cl)c2)c2ccccc12)N1CCCC1 | 2 | i | 9 | 1 | i | -4 | 2 | 7 | -4
CCO[C@H]1OC(C(=O)Nc2ccccc2)=C[C@@H](c2cn(C(C)=O)c3ccccc23)[C@@H]1CCCO | 4 | i | 11 | -3 | i | -1 | -2 | -9 | 1
CCN1C[C@@H]2[C@@H]3C(=O)N(C)C(=O)[C@@H]3[C@](C)(C1=O)N2C(=O)c1ccc(Cl)cc1 | 6 | i | -9 | 0 | i | -1 | -2 | 3 | 6
O=C(NC(=S)N1CCOCC1)C12CC3CCC(CC(C3)C1)C2 | -6 | i | -4 | 0 | i | 3 | -2 | 4 | 0
CC(=O)Nc1ccc(NC(=O)CSc2ccc(-c3sc(C)nc3C)nn2)cc1 | -15 | i | -3 | -2 | i | 0 | 1 | 0 | -2
CCN(CC)C(=O)Cn1ncc2c1-c1ccccc1OC2 | 4 | i | -4 | 2 | i | 4 | -4 | 13 | -7
COCc1cc(=O)[nH]c(-c2ccccc2)n1 | -10 | i | 12 | 2 | i | -2 | -2 | 12 | 3
CCOc1ccc(NS(=O)(=O)c2ccc(NC(=O)c3ccccn3)cc2)cc1 | -5 | i | 16 | 0 | i | 7 | -6 | -8 | 0
CCOC(=O)c1ccc(Nc2nnc(C)c3ccccc23)cc1 | -2 | i | 0 | -1 | i | 5 | -6 | -1 | 5
CC(C)(C)SCCNC(=O)/C=C/c1ccc([N+](=O)[O-])cc1 | -12 | i | 16 | nt | i | -1 | 1 | 4 | -15
Fc1ccccc1-n1cn[nH]c1=S | -1 | i | -6 | 2 | i | -1 | -6 | 2 | -4
CCC(C)n1c(SCC(=O)N(CC)c2c(N)n(Cc3ccccc3)c(=O)[nH]c2=O)nc2ccccc2c1=O (stereo unspecified) | -21 | i | -1 | 1 | i | -7 | 7 | -13 | -5
O=C(NC(c1ccc(-c2ccccc2)cc1)c1cnccn1)C1CCN(CCOc2ccc(Cl)cc2Cl)CC1 (stereo unspecified) | -5 | i | 15 | -4 | i | -3 | -3 | 39* | 0
CN1CCN(c2ccc(S(=O)(=O)N3CCCCC3)cc2NC(=O)COc2cccc(Cl)c2)CC1 | -75 | i | 15 | 2 | i | -2 | -1 | 2 | 5
CC(C)CNC(=S)NNC(=O)c1csc2c1CCC(C)C2 (stereo unspecified) | -17 | i | -4 | -1 | i | 5 | 3 | 2 | -2
O=C(CSc1nnc(-c2ccncc2)n1Cc1ccco1)Nc1ccccc1Cl | -13 | i | -3 | 3 | i | 0 | -3 | -7 | -2
Cc1onc(-c2ccccc2Cl)c1C(=O)N(Cc1nc(-c2ccccc2)no1)C1CCCCC1 | 0 | i | 34 | 4 | i | -14 | -3 | 3 | -2
Cc1cccc(C)c1N1CCc2cn[nH]c21 | 2 | i | -2 | -2 | i | -4 | 0 | 8 | -1
CCOc1ccc(N2CC(C(=O)NCCc3ccc(S(N)(=O)=O)cc3)CC2=O)cc1 (stereo unspecified) | 6 | i | -5 | 4 | i | -2 | -2 | 0 | 2
Continued.
SMILES | MLLE-PAM2 inh | Rpn11 inh | FAS-TE inh | Rin1-Abl PPI inh | Neddylation inh | MT1-MMP act inh | NadD inh | SKN-1 block | CSN inh
CCN(CC)c1ccc(NC(=O)CSc2nc(C)cc(=O)[nH]2)cc1 | 10 | i | -9 | -2 | i | 2 | -1 | -14 | 0
Cc1nc2ncnn2c(C)c1CCC(=O)N1CCOCC1 | -1 | i | -10 | 0 | i | 4 | -7 | -12 | -6
COc1ccc(NC(=O)c2ccc3ncsc3c2)cc1 | -12 | i | 1 | -2 | i | -3 | -2 | -6 | 2
CC(=C/c1ccccc1)/C=N/NC(=O)c1cccs1 | -21 | i | 12 | 0 | i | -1 | -4 | 5 | 102
COc1cccc(C=Nc2ccc3c(c2)OCCO3)c1O | 14 | i | -9 | 1 | i | 6 | 2 | -15 | -1
CCN(CC)C(=O)C1=C(C)NC(=O)NC1c1c(F)cccc1Cl (stereo unspecified) | 4 | i | -6 | 0 | i | -7 | 0 | -9 | -4
COc1cccc(C(=O)N(CN2CCCC2=O)c2ccccc2OC)c1 | 4 | i | -9 | 3 | i | -1 | 0 | 5 | 0
C=C1C[C@@]23CCC4[C@@](C)(CCC[C@@]4(C)C(=O)O)C2CC[C@]1(O)C3 (stereo partly specified) | 1 | i | -8 | -1 | i | 0 | -1 | 12 | 3
COc1ccc(C(=O)Cn2nnc(-c3cccs3)n2)cc1 | -5 | i | 0 | -4 | i | -1 | -6 | 14 | 4
Cc1onc(-c2ccccc2)c1C(=O)NCC1COc2ccccc2O1 (stereo unspecified) | -6 | i | 2 | 0 | i | -2 | -1 | 23 | 3
COC(=O)c1ccc(OCC(O)CNCC(c2ccc(OC)cc2)N(C)C)c(OC)c1 (stereo unspecified) | 0 | i | 0 | -1 | i | 1 | -10 | -18 | 3
COc1c2ccoc2nc2c(OC)cccc12 | -3 | i | -6 | -4 | nt | 2 | 2 | 13 | 1
CCn1c(CNC(=O)Cc2ccc(OC)cc2)nnc1SCC(=O)Nc1nccs1 | -2 | i | -3 | 2 | i | 2 | 2 | -14 | 2
CCCCC(=O)Nc1nnc(CCOC)s1 | -4 | i | -7 | 1 | i | 1 | 2 | -11 | -3
CC(C)C(C(=O)Nc1ccccc1)N1C(=O)c2ccccc2C1=O (stereo unspecified) | -1 | i | -2 | 0 | i | 4 | 0 | -15 | 2
CCOc1cccc2sc(N(CCCN(C)C)C(=O)c3ccc(C(=O)c4ccccc4)cc3)nc12 | -4 | i | 11 | 0 | i | 1 | 0 | 8 | 0
COc1ccc(C)cc1S(=O)(=O)N(C)CC(=O)NC1CCCC1 | 8 | i | -8 | 1 | i | 7 | 0 | -10 | -7
C/C(=N\N1CCN(c2ccccc2)CC1)c1ccc(O)cc1 | -6 | i | -2 | 3 | i | 0 | -5 | 11 | 3
NNC(=O)c1nn(-c2ccc(Cl)cc2)cc1O | -65 | i | -12 | -1 | nt | -5 | 3 | 16 | 0
Cn1nnnc1SCCNCc1cccc2ccccc12 | 12 | i | -8 | 3 | i | 3 | 10 | -1 | -2
CCOc1ccc(OCCC(=O)OCC(=O)N(CC)c2c(N)n(Cc3ccccc3)c(=O)[nH]c2=O)cc1 | 0 | i | -7 | 1 | i | 3 | -4 | -12 | -5
CCOc1ccc(-c2cccc(NC(=O)c3cccs3)c2)nn1 | -5 | i | -5 | 1 | i | 0 | -3 | 4 | 1
CCn1c2ccccc2c2cc(/C=N/n3c(-c4cc(C)[nH]n4)n[nH]c3=S)ccc21 | -31 | i | 12 | -1 | i | 4 | 62* | 2 | 3
CCc1cccc(NC(=O)CN(c2ccc(OC)cc2)S(=O)(=O)c2c(C)n[nH]c2C)c1 | -1 | i | 5 | -2 | i | 6 | -7 | -10 | -1
O=C(Cn1nc(-c2cccc(Cl)c2)ccc1=O)Nc1ccccc1Br | -10 | i | 8 | 4 | i | 0 | -5 | -5 | -8
Going on with the list.
SMILES | MLLE-PAM2 inh | Rpn11 inh | FAS-TE inh | Rin1-Abl PPI inh | Neddylation inh | MT1-MMP act inh | NadD inh | SKN-1 block | CSN inh
O=C(/C=C/c1ccco1)Nc1cccc(S(=O)(=O)N2CCOCC2)c1 | -14 | i | -6 | 0 | i | -4 | -4 | 4 | 0
COc1ccc(-c2c(C)oc3cc(O)cc(O)c3c2=O)cc1OC | -3 | i | -9 | 0 | i | -2 | -2 | -2 | -4
COc1ccccc1NC(=O)C1CCN(S(=O)(=O)c2ccc3c(c2)NC(=O)C(C)S3)CC1 (stereo unspecified) | -28 | i | -3 | -7 | i | 5 | 5 | 20 | 2
CC1CC1C(=O)OCC(=O)Nc1ncc(Cl)cc1Cl (stereo unspecified) | 14 | i | -6 | 2 | i | -4 | 2 | 6 | -9
O=C1C(C=NCCCN2CCOCC2)=C(O)c2ccccc21 | -1 | i | -2 | -3 | i | -3 | 2 | 0 | 6
CCOC(=O)N1CCN(c2c(Nc3ccc4c(c3)OCCO4)c(=O)c2=O)CC1 | 2 | i | -3 | -5 | i | 2 | 4 | 6 | 3
COc1ccc(NC(=O)CCCc2ccccc2)c(OC)c1 | 11 | i | 0 | -1 | i | 0 | -4 | -8 | 2

Source: PubChem
